From PubChem BioAssay
TIM10 inh – growth inhibitors of TIM10 yeast strain | hit rate 1.4% among 330,000 | inhibition, % at 10 µM | S. cerevisiae TIM10 strain growth, BacTiter-Glo luminescence, 24 h;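 active = inhibition of 40% or more at the single tested concentration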;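 note: wild-type TIM10 isogenic control strain grown at permissive 25 °C; 0% = DMSO yeast wells and 100% = minimal medium wells without yeast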
NLRP3 yeast inh – NALP3 inhibition in yeast; inhibition, % at 10 µM; AID 2825; hit rate 0.39% among 330,000; Yeast reconstituted NLRP3/ASC/caspase-1, beta-gal luminescence, 24 h;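 active = inhibition of 50% or more; inactive = inhibition below 50%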;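 note: plate controls were induced DMSO wells for no effect and uninduced yeast grown without galactose for full effect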
mIAP act – increases mouse intestinal alkaline phosphatase activity; muIAP, CDP-Star luminescence, 30 min; active compounds read high; 1 = vehicle-only enzyme signal, 0 = enzyme-free wells; activation factor at 10 µM; hit rate 0.24% among 330,000; AID 2805;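 active = activation factor of at least 2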; note: the source names both 10 and 20 µM as test concentration; values of inactives mirror those of a sister screen read the other way
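System: Mouse IAP enzyme | Also added: CDP-Star substrate | Dosing: Compounds dispensed in DMSO | Schedule: 30 min enzyme-substrate-compound incubation at room temperature | Technique: Chemiluminescence readout | Control set: DMSO-only wells and no-enzyme negative control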
APOBEC3A inh – inhibitors of human APOBEC3A DNA deaminase; P31941; recombinant A3A, FAM/TAMRA ssDNA deamination fluorescence; inhibition, % at 20 µM; hit rate 0.41% among 330,000;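 active = at least 40% inhibition at 20 µM here, with at most 30% in a related deaminase screen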;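 note: plate controls were A3A with DMSO for no effect and wells lacking A3A enzyme for full effect; some results filed as inactive read as strong as hits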
Target sequence (P31941 whole entry, looked up): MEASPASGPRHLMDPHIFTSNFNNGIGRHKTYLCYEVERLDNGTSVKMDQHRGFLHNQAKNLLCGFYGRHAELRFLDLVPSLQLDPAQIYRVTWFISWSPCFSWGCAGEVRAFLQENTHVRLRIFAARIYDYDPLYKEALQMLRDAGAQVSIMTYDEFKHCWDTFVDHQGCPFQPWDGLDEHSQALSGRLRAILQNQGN
beta cell repl – induces beta-cell replication in MIN6 cells; MIN6 cells proliferation, ATPlite luminescence, 48 h; cells starved in 0.2% serum; 100% = growth in 10% serum; AID 2380; proliferation, % at 10 µM; hit rate 0.29% among 330,000;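 active = compounds whose signal lies at least 3.5 SD above the mean of all wells on their plate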;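 note: 0% = DMSO-treated cells in low-serum medium and 100% = 10% serum control; some compounds called inactive have numbers as strong as hits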
mIAP block – mouse IAP inhibition; hit rate 0.2% among 330,000; AID 2806; purified mouse IAP, CDP-Star luminescence, 30 min; inhibition, % at 10 µM;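 active = inhibition of at least 40% at 10 µM in the primary screen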;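 note: plate controls were DMSO with enzyme for no effect and no enzyme wells for full effect; values of inactives mirror those of a sister screen read the other way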
hIAP block – human IAP inhibition. inhibition, % at 10 µM. hit rate 0.12% among 330,000. P09923. purified IAP, CDP-Star luminescence, 30 min;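 active = inhibition reaching a set limit with compound at 10 µM in the primary screen, cut at about 35% in these data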;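 note: plate controls were DMSO wells with enzyme for no effect and no-enzyme buffer wells for full effect; values of inactives mirror those of a sister screen read the other way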
Target sequence (P09923 whole entry, looked up): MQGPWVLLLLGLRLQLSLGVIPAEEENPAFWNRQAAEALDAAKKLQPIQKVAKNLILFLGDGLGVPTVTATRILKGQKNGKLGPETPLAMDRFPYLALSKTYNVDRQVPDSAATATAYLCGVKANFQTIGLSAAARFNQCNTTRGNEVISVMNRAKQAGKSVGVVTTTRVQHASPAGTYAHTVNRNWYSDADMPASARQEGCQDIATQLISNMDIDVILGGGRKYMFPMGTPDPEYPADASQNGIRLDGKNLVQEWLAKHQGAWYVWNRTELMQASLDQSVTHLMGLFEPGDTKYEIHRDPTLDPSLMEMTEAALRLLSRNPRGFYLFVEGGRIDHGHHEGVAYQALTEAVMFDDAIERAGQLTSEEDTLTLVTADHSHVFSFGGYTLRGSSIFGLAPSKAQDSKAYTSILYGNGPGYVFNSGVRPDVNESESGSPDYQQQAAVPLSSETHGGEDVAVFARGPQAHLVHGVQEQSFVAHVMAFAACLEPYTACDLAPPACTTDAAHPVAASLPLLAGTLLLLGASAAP
A3G deaminase – APOBEC3G (human) deaminase inhibition | recombinant A3G, ssDNA deamination FAM/TAMRA fluorescence | AID 493012 | hit rate 0.28% among 330,000 | inhibition, % at 20 µM | Q9HC16;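 active = inhibition of at least 40% at 20 µM, with no more than 30% in the related APOBEC3A deaminase screen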;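 note: plate controls were DMSO wells with A3G for no effect and wells lacking A3G enzyme for full effect; some compounds called inactive have numbers as strong as hits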
Target sequence (Q9HC16 whole entry, looked up): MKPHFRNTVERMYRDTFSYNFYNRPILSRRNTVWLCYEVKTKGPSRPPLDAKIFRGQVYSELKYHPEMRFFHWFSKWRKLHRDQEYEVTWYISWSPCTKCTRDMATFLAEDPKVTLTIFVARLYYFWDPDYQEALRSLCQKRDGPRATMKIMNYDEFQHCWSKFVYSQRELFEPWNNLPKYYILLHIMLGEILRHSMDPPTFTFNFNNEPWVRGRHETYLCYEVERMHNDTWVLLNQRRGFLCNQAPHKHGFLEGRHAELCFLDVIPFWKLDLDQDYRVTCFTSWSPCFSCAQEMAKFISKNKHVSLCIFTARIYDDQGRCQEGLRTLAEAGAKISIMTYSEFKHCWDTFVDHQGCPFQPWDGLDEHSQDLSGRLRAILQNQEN
tim10-1 inh – growth inhibitors of tim10-1 mutant yeast; S. cerevisiae tim10-1 ts strain growth, BacTiter-Glo, 24 h; inhibition, % at 20 µM; hit rate 2.2% among 330,000; AID 463190;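 active = inhibition of at least 40%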;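 note: mutant grown at 25 °C; 0% = DMSO wells with yeast and 100% = wells holding no yeast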
* marks the source's active call; other numbers are inactive results.

Screening Clc1nc2c(-c3ccccc3)nnn2c2ccccc12 returned TIM10 inh 8, NLRP3 yeast inh -13, mIAP act 1.1, APOBEC3A inh -11, beta cell repl -6, mIAP block -8, hIAP block -7, A3G deaminase -7 and tim10-1 inh 17.
Cc1cccc(C(=O)N(CC(=O)Nc2sc(C)c(C)c2C(N)=O)C2CCCC2)c1 was read as TIM10 inh -12, NLRP3 yeast inh 14, mIAP act 1, APOBEC3A inh -5, beta cell repl -1, mIAP block -2, hIAP block -22, A3G deaminase -9 and tim10-1 inh 7.
CCn1c(=O)n(CC(=O)Nc2cc(OC)ccc2OC)c(=O)c2ccccc21 was read as TIM10 inh -3, NLRP3 yeast inh 14, mIAP act 0.85, APOBEC3A inh -1, beta cell repl -3, mIAP block 15, hIAP block 13, A3G deaminase 0 and tim10-1 inh 8.
For Clc1ccc(OCCOCCN2CCc3ccccc3C2)c(Cl)c1 the results were TIM10 inh -12, NLRP3 yeast inh 33, mIAP act 0.91, APOBEC3A inh 0, beta cell repl 0, mIAP block 9, hIAP block 5, A3G deaminase -2 and tim10-1 inh -21.
Screening COc1cc2nc(N(C)C)nc(N)c2cc1OC returned TIM10 inh -4, NLRP3 yeast inh 18, mIAP act 1, APOBEC3A inh 6, beta cell repl 3, mIAP block -1, hIAP block -1, A3G deaminase -5 and tim10-1 inh -3.
CC(C)CN1CN(Cc2ccccc2)CNC1=S was read as TIM10 inh 10, NLRP3 yeast inh -1, mIAP act 1, APOBEC3A inh 1, beta cell repl -1, mIAP block 0, hIAP block -9, A3G deaminase 0 and tim10-1 inh -2.
`CC(=O)c1[nH]c(C)c(C(=O)N2CCCC(Nc3ccc(C(C)C)cc3)C2)c1C` (stereo not drawn) gave TIM10 inh -2, NLRP3 yeast inh 10, mIAP act 0.94, APOBEC3A inh -2, beta cell repl 0, mIAP block 6, hIAP block -25, A3G deaminase -7 and tim10-1 inh 7.
`Cc1ccc(S(=O)(=O)N(C)c2ccc(C(=O)NCC3CCCO3)cc2)cc1` (stereo not drawn) gave TIM10 inh 2, NLRP3 yeast inh 0, mIAP act 0.93, APOBEC3A inh 2, beta cell repl 0, mIAP block 7, hIAP block -14, A3G deaminase -4 and tim10-1 inh 15.
`CCOC(=O)C=C1CCN(c2ncc(C(F)(F)F)cc2Cl)CC1` gave TIM10 inh 2, NLRP3 yeast inh 12, mIAP act 0.93, APOBEC3A inh -1, beta cell repl 0, mIAP block 7, hIAP block 12, A3G deaminase -4 and tim10-1 inh 3.
For COc1ccc(CC(=O)N(C)CC(=O)Nc2cccc(F)c2)cc1S(=O)(=O)N1CCOCC1 the results were TIM10 inh -15, NLRP3 yeast inh 10, mIAP act 0.94, APOBEC3A inh -3, beta cell repl 3, mIAP block 6, hIAP block 9, A3G deaminase -8 and tim10-1 inh -28.
For CC1(C)Cc2nc3sc(C(=O)O)c(N)c3cc2CS1 the results were TIM10 inh 13, NLRP3 yeast inh -2, mIAP act 0.94, APOBEC3A inh 5, beta cell repl -3, mIAP block 6, hIAP block -5, A3G deaminase 21 and tim10-1 inh 5.
Screening CCN(C(=O)CN1CCc2ccccc21)c1c(N)n(Cc2ccccc2)c(=O)[nH]c1=O returned TIM10 inh 14, NLRP3 yeast inh -3, mIAP act 0.99, APOBEC3A inh -1, beta cell repl 0, mIAP block 1, hIAP block -2, A3G deaminase -5 and tim10-1 inh 8.

Brought forward from above: two entries, then new ones.
For CC1(C)Cc2nc3sc(C(=O)O)c(N)c3cc2CS1 the results were TIM10 inh 13, NLRP3 yeast inh -2, mIAP act 0.94, APOBEC3A inh 5, beta cell repl -3, mIAP block 6, hIAP block -5, A3G deaminase 21 and tim10-1 inh 5.
Screening CCN(C(=O)CN1CCc2ccccc21)c1c(N)n(Cc2ccccc2)c(=O)[nH]c1=O returned TIM10 inh 14, NLRP3 yeast inh -3, mIAP act 0.99, APOBEC3A inh -1, beta cell repl 0, mIAP block 1, hIAP block -2, A3G deaminase -5 and tim10-1 inh 8.
Screening CCN(CC)S(=O)(=O)c1ccc2nc(CCl)[nH]c2c1 returned TIM10 inh 9, NLRP3 yeast inh 1, mIAP act 1, APOBEC3A inh 2, beta cell repl -2, mIAP block 0, hIAP block -15, A3G deaminase 1 and tim10-1 inh 15.
For O=C(N[C@@H](Cc1ccc(O)cc1)C(=O)O)c1ccncc1 the results were TIM10 inh -5, NLRP3 yeast inh 6, mIAP act 0.98, APOBEC3A inh -2, beta cell repl -3, mIAP block 2, hIAP block -3, A3G deaminase -5 and tim10-1 inh -7.
CCOc1ccccc1CNC(=O)c1nn(C)c2c1CS(=O)(=O)c1ccccc1-2 was read as TIM10 inh -4, NLRP3 yeast inh 11, mIAP act 1, APOBEC3A inh -4, beta cell repl 6, mIAP block -1, hIAP block 13, A3G deaminase -4 and tim10-1 inh 0.
`COc1cc(C(=O)N/N=C/c2ccc3c(c2)c2ccccc2n3C)ccc1O` gave TIM10 inh -9, NLRP3 yeast inh 7, mIAP act 0.97, APOBEC3A inh -3, beta cell repl -1, mIAP block 3, hIAP block 4, A3G deaminase -1 and tim10-1 inh -12.
Cc1oc(C(N)=O)nc1-c1ccccc1 was read as TIM10 inh 2, NLRP3 yeast inh 15, mIAP act 1, APOBEC3A inh -2, beta cell repl 2, mIAP block -4, hIAP block -22, A3G deaminase -4 and tim10-1 inh -13.
`CCCC(=O)Nc1ccc(C(=O)COC(=O)c2cc(C)oc2C)cc1` gave TIM10 inh 11, NLRP3 yeast inh 9, mIAP act 1.1, APOBEC3A inh -4, beta cell repl -1, mIAP block -5, hIAP block -16, A3G deaminase -2 and tim10-1 inh 15.
`O=C(NCCN1CCOCC1)c1ccc2c(c1)N(Cc1ccccc1)C(=O)c1ccccc1S2` gave TIM10 inh 5, NLRP3 yeast inh -2, mIAP act 1, APOBEC3A inh 2, beta cell repl 0, mIAP block -3, hIAP block -16, A3G deaminase -2 and tim10-1 inh -9.
`COc1ccccc1N=Nc1c(O)[nH]c2ccc(Br)cc12` gave TIM10 inh -2, NLRP3 yeast inh 7, mIAP act 0.94, APOBEC3A inh -2, beta cell repl 1, mIAP block 6, hIAP block 20, A3G deaminase -9 and tim10-1 inh -24.
For O=C(/C=C/c1ccccc1)Nc1cc(NC(=O)/C=C/c2ccccc2)cc(C(=O)O)c1 the results were TIM10 inh -5, NLRP3 yeast inh 11, mIAP act 0.93, APOBEC3A inh -6, beta cell repl -2, mIAP block 7, hIAP block 0, A3G deaminase -9 and tim10-1 inh -8.
CN1C2C=C3C(C#N)=C(N)C(C#N)(C#N)C(c4ccc(Br)cc4)C3C1CC2 (stereo not drawn) was read as TIM10 inh 3, NLRP3 yeast inh 10, mIAP act 0.93, APOBEC3A inh -3, beta cell repl 1, mIAP block 7, hIAP block -12, A3G deaminase -8 and tim10-1 inh 12.
For CC(C)(C)CC(=O)Nc1ccc(S(=O)(=O)NC2=NCCCCC2)cc1 the results were TIM10 inh 3, NLRP3 yeast inh 5, mIAP act 1.1, APOBEC3A inh 1, beta cell repl -2, mIAP block -5, hIAP block 6, A3G deaminase -1 and tim10-1 inh -3.
Screening CN(C)S(=O)(=O)c1cccc(C(=O)Nc2ccc(C(=O)Nc3cccc(S(N)(=O)=O)c3)cc2)c1 returned TIM10 inh -7, NLRP3 yeast inh 17, mIAP act 0.96, APOBEC3A inh -2, beta cell repl -1, mIAP block 4, hIAP block -7, A3G deaminase -3 and tim10-1 inh 7.
For CCN(CC)C(=O)Oc1ccc2c(c1)O/C(=C\c1ccco1)C2=O the results were TIM10 inh 23, NLRP3 yeast inh 11, mIAP act 0.9, APOBEC3A inh 14, beta cell repl -4, mIAP block 10, hIAP block 6, A3G deaminase -4 and tim10-1 inh 21.
For COC(=O)N/N=C/c1ccc(Oc2ccccc2)cc1 the results were TIM10 inh -25, NLRP3 yeast inh 38, mIAP act 0.96, APOBEC3A inh -1, beta cell repl -3, mIAP block 4, hIAP block 0, A3G deaminase -8 and tim10-1 inh -33.
`COc1ccc(C(C(=O)NC2CCCC2)N(Cc2ccc(C)cc2)C(=O)c2ccn[nH]2)cc1OC` (stereo not drawn) gave TIM10 inh -4, NLRP3 yeast inh 15, mIAP act 1.9, APOBEC3A inh 6, beta cell repl 1, mIAP block -87, hIAP block -1, A3G deaminase 4 and tim10-1 inh -2.
O=C(O)CCCc1nc(-c2ccc(Cl)cc2)no1 was read as TIM10 inh 4, NLRP3 yeast inh 8, mIAP act 1.1, APOBEC3A inh 3, beta cell repl 2, mIAP block -5, hIAP block -2, A3G deaminase -2 and tim10-1 inh 12.
COc1ccc(C(=O)CC(c2ccccc2)S(=O)(=O)c2ccc(C)cc2)cc1 (stereo not drawn) was read as TIM10 inh 11, NLRP3 yeast inh 3, mIAP act 0.97, APOBEC3A inh 9, beta cell repl -3, mIAP block 3, hIAP block 10, A3G deaminase -6 and tim10-1 inh 1.
Screening Cc1ccc(N(CC(=O)O)S(C)(=O)=O)cc1 returned TIM10 inh 0, NLRP3 yeast inh 4, mIAP act 0.92, APOBEC3A inh -4, beta cell repl -1, mIAP block 8, hIAP block -1, A3G deaminase -5 and tim10-1 inh -12.
`Cc1cc(NS(=O)(=O)c2cccc([N+](=O)[O-])c2)no1` gave TIM10 inh 7, NLRP3 yeast inh 3, mIAP act 0.93, APOBEC3A inh -4, beta cell repl 4, mIAP block 7, hIAP block -33, A3G deaminase -5 and tim10-1 inh 8.
CCCOc1ccc(CCCN=C(N)N)cc1Cl was read as TIM10 inh 2, NLRP3 yeast inh 24, mIAP act 1.1, APOBEC3A inh -2, beta cell repl -3, mIAP block -12, hIAP block -27, A3G deaminase -11 and tim10-1 inh 2.
Screening CN(Cc1nccn1C)C(=O)CC1C(=O)NCCN1CC(c1ccccc1)c1ccccc1 (stereo not drawn) returned TIM10 inh 15, NLRP3 yeast inh 3, mIAP act 0.99, APOBEC3A inh 3, beta cell repl -3, mIAP block 1, hIAP block 0, A3G deaminase -3 and tim10-1 inh 5.
For COc1ccc(-c2nc(CS(=O)CC(=O)NCc3cccnc3)c(C)o2)cc1 (stereo not drawn) the results were TIM10 inh 0, NLRP3 yeast inh -13, mIAP act 0.92, APOBEC3A inh -3, beta cell repl 6, mIAP block 8, hIAP block 6, A3G deaminase -6 and tim10-1 inh 7.
Screening O=C(N/N=C/c1ccc([N+](=O)[O-])o1)C1CC1 returned TIM10 inh 14, NLRP3 yeast inh 4, mIAP act 0.66, APOBEC3A inh 23, beta cell repl -2, mIAP block 34, hIAP block 3, A3G deaminase 5 and tim10-1 inh 19.
CCN(Cc1ccccc1)C(=O)Cn1cc2c(n1)CCCC2 was read as TIM10 inh 5, NLRP3 yeast inh 3, mIAP act 1.1, APOBEC3A inh 0, beta cell repl -2, mIAP block -12, hIAP block -9, A3G deaminase -7 and tim10-1 inh 19.
Screening O=C1CC(c2ccc(Cl)c([N+](=O)[O-])c2)c2ccc3ccccc3c2N1 (stereo not drawn) returned TIM10 inh 19, NLRP3 yeast inh 2, mIAP act 0.8, APOBEC3A inh 1, beta cell repl 0, mIAP block 20, hIAP block -3, A3G deaminase 4 and tim10-1 inh 20.
`Cc1ccc(SCCC(=O)NCc2ccco2)cc1` gave TIM10 inh -11, NLRP3 yeast inh 19, mIAP act 0.97, APOBEC3A inh 3, beta cell repl -2, mIAP block 3, hIAP block 10, A3G deaminase -2 and tim10-1 inh -9.
`S=c1[nH]nc(CSc2nc3ccccc3s2)n1C1CCCCC1` gave TIM10 inh 49*, NLRP3 yeast inh 38, mIAP act 0.96, APOBEC3A inh -1, beta cell repl -1, mIAP block 4, hIAP block -27, A3G deaminase 6 and tim10-1 inh 47*.
